IL1B secr inh – inflammasome signaling inhibition, IL-1 beta readout | THP-1 LPS/ATP IL-1B secretion, AlphaLISA, 16 h; hits give low values | activity change, % at 57.5 µM | 4.7% of 360,000 active | AID 743279; in the data active = activity change below about -50%; inconclusive = mostly about -30% to -49%; note: % is set by controls: 0 for no effect and ±100 for the full control effect
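THP-1 cells pretreated 1 hr with compounds (up to 57.5 uM final), then stimulated with LPS (250 ng/mL final) plus ATP (1.25 mM final); secreted IL-1B measured by AlphaLISA after 16 hr, decreased signal indicating inhibition.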
KB-3-1 cytotox – KB-3-1 parental cell cytotoxicity; Potency, µM (doses to about 46.1 µM), for the others: at the highest dose activity change, negative = cytotoxic, most hits filed as cytotoxic; 1.4% of 400,000 active; KB-3-1 viability, CellTiter-Glo ATP luminescence, 72 h; note: potency is the fitted concentration of half-maximal effect; % is set by controls: 0 for no effect and ±100 for the full control effect; nearly all actives have a fitted effect of over 60% in size
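72 h, 37 °C compound treatment of KB-3-1 parental cells; CellTiter-Glo added, 10 min, luminescence read. Data corrected against DMSO-only plates and normalized before curve fitting.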
SW480 rereplic – inducers of DNA re-replication in SW480 colon cancer cells. SW480 DNA re-replication, Hoechst DNA content imaging, 48 h. Potency, µM (series often up to 46.1 µM), without a hit: top-dose re-replication activation, usual class: activators. 1.8% of 340,000 active. AID 624297; note: potency is the fitted concentration of half-maximal effect; % of control where 0% means no effect; nearly all actives have a fitted effect of over 55% in size
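Hoechst fluorescence of nuclei (405 nm excitation, 500-530 nm emission) measured by plate-scanning imager after 48 hr compound exposure at 37 C; re-replication scored as increased number of nuclei with elevated intensity.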
ATXN viability – cell viability loss in ATXN counter-screen | AID 651635 | 0.49% of 400,000 active | Potency, µM (titrated, usually from 56.7 µM), actives largely listed as cytotoxic | S2 cells (HEK-293 line with an ATXN2-luciferase reporter) viability, CellTiter-Fluor protease fluorescence, 24 h; note: potency is the fitted concentration of half-maximal effect; nearly all actives have a fitted effect of over 40% in size
ATXN2 expr inh – inhibitors of ATXN2 expression; Potency, µM (doses to about 57 µM), for inactives: at the highest dose activity change, negative = inhibition, most hits filed as inhibitors; HEK-293 ATXN2-luciferase reporter, luminescence, 24 h; AID 1745845; 0.72% of 360,000 active; note: potency is the fitted concentration of half-maximal effect; % is set by controls: 0 for no effect and ±100 for the full control effect; nearly all actives have a fitted effect of over 55% in size
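ATXN2-luciferase reporter cells (luciferase flanked by upstream and downstream ATXN2 gene portions) were treated 24 h at 37 °C with compounds at up to 57 uM. SteadyGlo luminescence gave expression; GF-AFC fluorescence gave viability.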
HepG2 viability – counter-screen for TGF-b inhibitors: cytotoxicity in HepG2 cells; 0.76% of 410,000 active; Potency, µM (doses to about 46.1 µM), without a hit: at the top dose activity change, negative = cytotoxicity, hits mostly cytotoxic; HepG2 CAGA-GFP viability, ATP luminescence, 18 h; note: potency is the fitted concentration of half-maximal effect; some results filed as inactive show a strong effect at the top dose
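HepG2 CAGA-GFP cells (1000/well, DMEM with 1% FBS) received compound, then TGF-beta at 500 pg/mL final, and were incubated 18 hours at 37 degrees C. Viability was read by CellTiter-Glo luminescence. Media-only wells were set as complete cell-killing and DMSO as no toxicity.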
MCF10A rereplic – DNA re-replication induction in MCF 10a cells; MCF 10A DNA re-replication, Hoechst nuclear intensity, 48 h; Potency, µM (doses to about 46.1 µM), without a hit: at the top dose activity, positive = re-replication, most hits filed as activators; 2.9% of 350,000 active; note: potency is the fitted concentration of half-maximal effect; % of control where 0% means no effect; nearly all actives have a fitted effect of over 50% in size
HT1080 IDH1KD tx – HT-1080 IDH1 knockdown cell toxicity (counter line) | HT-1080 IDH1 knockdown viability, ATP luminescence, 48 h | Potency, µM (series often up to 46.1 µM), inactives show at the highest dose activity, negative = toxicity, actives largely listed as cytotoxic | 2% of 360,000 active;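 note: potency is the fitted concentration of half-maximal effect; 0% = DMSO wells and -100% = cell-free medium wells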
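Assay cells: HT-1080 with IDH1 knockdown, 750 per well, RPMI/5% FBS. Exposure: 48 h at 37 °C following 2 h pre-incubation. Read: CellTiter-Glo luminescence; fitted concentration-response, curve class assigned.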
HT1080NT lethal – kills 2HG-producing HT-1080-NT fibrosarcoma cells; 1.6% of 360,000 active; HT-1080-NT fibrosarcoma viability, CellTiter-Glo ATP luminescence, 48 h; Potency, µM (highest dose often 46.1 µM), for the others: at the top dose activity, negative = less viability, hits mostly cytotoxic; AID 686970;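 note: NT is the 2HG producing partner of a matched IDH1 knockdown line; potency is the fitted concentration of half-maximal effect; 0% = DMSO-treated cells and -100% = media-only wells without cells; nearly all actives have a fitted effect of over 55% in size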
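750 cells/well, RPMI + 5% FBS; 2 h settle, compound pin-transfer, 48 h at 37 degrees C. CellTiter-Glo 10 min RT, luminescence. Normalized to DMSO and media-only wells.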
Numbers without * were called inactive; i = inactive; ? = inconclusive; . = no result given; & = joins results of further samples; [ ] = remark or other dose. Unless noted, calls come from the whole dose curve; as a rule, active = well fitted curve in the direction sought with a large enough effect; inconclusive = small, poorly fitted or top-dose-only effect, or another doubt; inactive = no such curve, though single readings can be large; an effect the other way counts as inactive or inconclusive.

SMILES	IL1B secr inh	KB-3-1 cytotox	SW480 rereplic	ATXN viability	ATXN2 expr inh	HepG2 viability	MCF10A rereplic	HT1080 IDH1KD tx	HT1080NT lethal
COCc1c(Br)c(C)nc(OCC(=O)N/N=C/c2cc(C)n(-c3ccc([N+](=O)[O-])cc3)c2C)c1C#N	8	2%	-5%	i	3%	-3%	-5%	-8%	-1%
COc1ccc(NC(=O)OC(CN2CCCCC2)C(F)(F)F)cc1 (stereo unspecified)	-3	?	0%	i	-1%	-2%	8%	9%	2%
CN1CCC(OC(=O)c2ccco2)CC1	-1	0%	0%	i	-11%	5%	2%	2%	11%
C/C(=N/NC(=O)c1ccncc1)c1ccc2c(c1)OCO2	7	10%	?	i	3%	13%	2%	13%	3%
COc1cc(C)nc(NC(=O)COc2ccc(Cl)cc2C)n1	0	-1%	-10%	?	-17%	3%	1%	21%	22%
O=C1ON=C(c2ccccc2)/C1=C/c1ccccc1	-75*	12%	-4%	i	.	7%	-2%	0%	12%
CC1(C)C2CCC1(CS(=O)(=O)Nc1ccc(S(=O)(=O)N3CCCCC3)cc1)C(=O)C2 (stereo unspecified)	10	-7%	?	i	2%	13%	2%	-15%	-2%
CCCCCC(=O)Oc1cccc(N2C(=O)C3CCCCC3C2=O)c1 (stereo unspecified)	8	10%	1%	i	10%	-15%	-3%	-8%	11%
COC(=O)[C@]1(C)CCC[C@@]2(C)C3CC[C@@]4(C)C[C@]3(CCC21)CC(=O)N4 (stereo partly specified)	11	-7%	?	i	-1%	-15%	-7%	10%	5%
CCNC(=O)Nc1cc(OC)c(OC)cc1C(=O)O	48	26%	12%	i	-2%	0%	-2%	-1%	-3%
O=S(=O)(c1ccc2nc(-c3ccco3)c(-c3ccco3)nc2c1)N1CCOCC1	-8	12%	?	i	-11%	-5%	?	-13%	-12%
CC1CN(Cc2nc3c(c(=O)n(C)c(=O)n3C)n2Cc2cccc(Cl)c2)CC(C)O1 (stereo unspecified)	-11	0%	-13%	i	5%	-4%	8%	-4%	4%
O=C(NCCN1CCOCC1)/C(=C/c1ccccc1)NC(=O)c1ccccc1	7	9%	-7%	i	21%	-21%	-1%	18%	19%
CCCCCCn1c(=O)n2n(c1=O)[C@@H]1CN(S(=O)(=O)c3ccc(C)cc3)C[C@]1(O)[C@@H](OC(=O)NC1CCCC1)C2	-21	4%	.	.	?	-30%	.	-17%	-1%
CCC(=O)Nc1ccc(NC(=O)c2ccc3ccccc3c2)cc1	-7	-1%	-5%	i	3%	27%	9%	13%	3%
COC(=O)C1=CNC=C(C(=O)OC)C1c1ccc(C(=O)OC)cc1	21	9%	5%	i	-6%	-23%	6%	5%	7%
COc1ccc(Cn2cc([N+](=O)[O-])nc2C)cc1[N+](=O)[O-]	2	1%	-19%	i	-15%	4%	2%	12%	14%
COc1ccc(CCNC(=O)c2ccc3nc4cc(Cl)ccc4c(=O)n3c2)cc1OC	-24	-3%	?	i	-18%	-1%	9%	17%	-1%
COc1ccc(-c2nnc(NC(=O)c3ccc([N+](=O)[O-])o3)o2)c(OC)c1	-19	-16%	16µM*	i	-21%	-23%	8.2µM*	-2%	-1%
CC(=O)OCC(=O)NCCCOc1cccc(CN2CCCCC2)c1	27	0%	0%&-52%	i	0%&0%	-16%	-5%&-7%	-15%	5%
CCS(=O)(=O)C1=NN2C(=N)/C(=C\c3ccc(OC(=O)c4ccco4)c(OC)c3)C(=O)N=C2S1	19	8%	-15%	i	-19%	10%	-14%	16%	-4%
O=C(N/C(=C/c1cccs1)C(=O)N1CCOCC1)c1cccs1	15	10%	1%	i	7%	4%	1%	7%	1%
CCOc1ccc(N=C2Sc3nc4ccc(C)cc4cc3CN2CCOC)cc1	-10	-3%	-102%[1.84 µM]	i	-22%	-21%	14%	3%	5%
CCOC(=O)c1cccc(OS(=O)(=O)Cc2ccccc2)c1	-7	-4%	-2%	i	15%	0%	4%	6%	-9%
Cc1cc(=O)[nH]c(SCC(=O)c2c(N)n(C)c(=O)n(C)c2=O)n1	11	20%	0%	i	17%	26%	-2%	12%	12%
CN1CCN(C(CNC(=O)C(=O)Nc2ccccc2)c2ccc3c(c2)OCO3)CC1 (stereo unspecified)	.	8%	.	i	-9%	-8%	.	.	.
N#C/C(=C\c1ccc(OCCN2CCOCC2)cc1)C(=O)Nc1ccc(S(N)(=O)=O)cc1	-1	11%	-2%	i	-15%	-7%	9%	19%	1%
CCCCn1c(N)c(N(CC(C)C)C(=O)c2cnc(C)cn2)c(=O)[nH]c1=O	-3	-3%	-3%	i	0%	-15%	2%	24%	12%
CCn1nc(CC(=O)O)c2ccccc2c1=O	52	5%	4%	i	-21%	-35%	2%	1%	-1%
CCCC#Cc1cnc2c(c1)C(=O)N([C@H](C)CO)C[C@H](C)[C@@H](CN(C)C(=O)CCN1CCCCC1)O2	?	-16%	.	i	4%	-54%	.	-5%	-3%
CN(Cc1ccccc1)C(=O)c1nc2ccccn2c1CN1CCc2sccc2C1	-94*	-10%	-125%[inhibitor]	i	-5%	-50%	-12%	-2%	0%
Cc1cc(NS(=O)(=O)c2ccc(Nc3nc(-c4sc(N)nc4C)cs3)cc2)no1	17	4%	-2%	i	-4%	-4%	11%	-20%	-13%
Cc1cc2cc(CNC(=S)Nc3ccc(OC(F)(F)F)cc3)ccc2n1C	11	-1%	-2%	?	-8%	-34%	?	-13%	-1%
NC(Cc1ccc(F)cc1)c1csc(Nc2cc(NCc3ccco3)ncn2)n1 (stereo unspecified)	-55*	-6%	.	?	18µM*	-48%	.	16µM*	18µM*
Cc1cc(SCC(=O)NC(=O)NCc2ccco2)nc2ccccc12	13	-3%	6%	i	-16%	-6%	19%	3%	2%
CC(CCc1ccccc1)NC(=O)CCNC(=O)c1ccccc1Cl (stereo unspecified)	13	0%	1%	i	.	6%	-9%	0%	-2%
CC(C)C1C(C#N)=C(N)SC(N)=C1C#N	16	-6%	-8%	.	.	-13%	-1%	-11%	-2%
O=C(NCCS(=O)c1ccc(Cl)cc1)c1cccc(Cl)c1 (stereo unspecified)	9	-2%	4%	i	-8%	-14%	-3%	-2%	3%
O=C(Cn1nnc(-c2cccs2)n1)NCCc1ccccc1	11	0%	-4%	i	3%	-23%	4%	1%	1%
Nc1nc2c3ccccc3nc(C3CC3)n2n1	-13	0%	-2%	i	3%	-8%	42%	-20%	-22%
Cc1cc(-c2nc3ncccc3o2)ccc1NC(=O)c1ccc([N+](=O)[O-])o1	-1	0%	-13%	i	0%	6%	?	9%	5%
CCOC(=O)Cn1c(=O)n(CC2CCCO2)c2nc(-c3ccc(C)cc3)nc(C(N)=O)c21 (stereo unspecified)	.	13%	.	i	-2%	5%	.	.	.
Cc1cc(C(=O)N/N=C/c2ccc([N+](=O)[O-])s2)n[nH]1	-6	?	?	?	14µM*	18µM*	?	-19%	-7%
Cc1cc(S(=O)(=O)c2ccc([N+](=O)[O-])cn2)ccc1Br	-106*	?	2%	.	?	2%	?	3.7µM*	2.3µM*
CCCc1cc2c(cc1NC(=O)c1ccco1)OCO2	-3	-13%	-17%	i	-8%	6%	6%	-4%	1%
COc1ccc(/C=C2/N=C(SC)NC2=O)cc1OC	-20	?	-2%	i	24%	15%	?	-10%	-17%
CC1(OC(=O)C2CCCC2)C(=O)C=C2C=C(c3ccsc3)N(CC3CC3)C=C2C1=O (stereo unspecified)	46	0%	-9%	i	-9%	-17%	9%	1%	4%
CN(CC(=O)N1CCCCCC1)S(=O)(=O)c1ccc(Br)cc1	0	-6%	9%	i	-5%	-10%	-2%	-11%	-9%

Results in MCF10A rereplic, ATXN viability and SW480 rereplic, for some of the entries so far:
Compound	MCF10A rereplic	ATXN viability	SW480 rereplic
CCCc1cc2c(cc1NC(=O)c1ccco1)OCO2	6%	i	-17%
CC(C)C1C(C#N)=C(N)SC(N)=C1C#N	-1%	.	-8%

New compounds follow:
SMILES	IL1B secr inh	KB-3-1 cytotox	SW480 rereplic	ATXN viability	ATXN2 expr inh	HepG2 viability	MCF10A rereplic	HT1080 IDH1KD tx	HT1080NT lethal
COc1ccc(C)cc1NC(=O)COC(=O)c1ccc2ccccc2n1	22	9%	-23%	i	4%	-13%	-6%	0%	1%[9.24 µM]
COc1ccc(CC(=O)OCC(=O)Nc2ncc(Cl)c(C)c2Cl)cc1	3	0%	23%	i	-5%	-7%	-1%	3%	-6%
Cc1cc(C)c(C(=O)COC(=O)C2CC3CCCC(C2)C3=O)c(C)c1 (stereo unspecified)	9	-2%	-2%	i	-11%	3%	9%	-9%	7%
O=C(O)c1ccc(N2C(=O)CC(Cc3ccccc3)C2=O)cc1 (stereo unspecified)	0	1%	7%	i	-4%	1%	-9%	0%	5%
CCOC(=O)c1cc(C)sc1/N=C/C1=C(O)CCCC1=O	-10	1%	-4%	?	-2%	6%	17%	-2%	12%
CCn1c(=O)[nH]c2cc(Cl)c(Cl)cc21	15	0%	5%	i	1%	-29%	-46%[inhibitor]	-10%	-6%
C=CCNC(=O)CN1CCC(n2nnc3cc(C(F)(F)F)ccc32)CC1	1	8%	-2%	i	-6%	3%	-6%	-10%	-5%
Cc1noc(C)c1CSCC(=O)Nc1nc2ccccc2s1	?	2%	-5%	i	4%	-9%	21%	-23%	-4%
CCC(=O)Nc1nnc(-c2ccncc2)s1	0	0%	1%	i	8%	-9%	-4%	-9%	16%
NC(=O)c1nc(-c2cccs2)nc2c1[nH]c(=O)n2-c1ccc(F)cc1	24	0%	-16%	?	?	3%	5%	0%	-3%

Records listed so far shown as hits in SW480 rereplic:
SMILES,IL1B secr inh,SW480 rereplic
COc1ccc(-c2nnc(NC(=O)c3ccc([N+](=O)[O-])o3)o2)c(OC)c1,-19,16µM*

High-throughput results deposited in PubChem BioAssay by National Center for Advancing Translational Sciences (NCATS).
